Compound activity as filed in PubChem BioAssay.
CF NFkB block: inhibitors of PAF-induced NF-kB signaling, primary screen, cell-based, GFP fluorescence, uHTS | KKLEB NF-kB-GFP reporter, GFP fluorescence overnight | inhibition, % at 5 µM | 360,000 tested, 0.86% active;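 active = at least 50% inhibition at 5 µM, scaled per plate between neutral and stimulator controls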;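 also: PAF is a Pseudomonas aeruginosa culture filtrate used as stimulus; plate controls were PAF-stimulated DMSO wells for no effect and unstimulated DMSO wells for full effect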
NR2E3 ag-1: inhibitors of NR2E3-RetCOR corepressor binding, primary screen, NR2E3 agonist project, biochemical, TR-FRET, GST-NR2E3, biotin-RetCOR; Photoreceptor-specific nuclear receptor (Homo sapiens), Q9Y5X4; 1536-well; inhibition of corepressor binding, % at 4.78 µM; 320,000 tested, 0.12% active; AID 2300, 2010;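 active = percent inhibition above the cutoff of mean plus 3 SD of all tested compounds, set per screening campaign, cut at about 20% in these data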;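 also: 0% = DMSO wells and 100% = biotin wells as full block of FRET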
Target sequence (Q9Y5X4 whole entry, looked up): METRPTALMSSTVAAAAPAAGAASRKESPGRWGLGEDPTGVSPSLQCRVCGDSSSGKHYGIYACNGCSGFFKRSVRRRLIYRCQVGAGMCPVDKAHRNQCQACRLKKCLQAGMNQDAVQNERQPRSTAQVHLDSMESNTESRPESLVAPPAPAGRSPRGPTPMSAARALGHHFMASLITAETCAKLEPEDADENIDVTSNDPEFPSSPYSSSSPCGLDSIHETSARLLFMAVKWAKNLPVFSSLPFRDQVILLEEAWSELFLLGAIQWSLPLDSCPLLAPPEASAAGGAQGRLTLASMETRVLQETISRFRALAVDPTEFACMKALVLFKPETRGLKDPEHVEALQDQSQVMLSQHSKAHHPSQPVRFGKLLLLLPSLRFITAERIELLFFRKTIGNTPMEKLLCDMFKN
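System: GST-tagged NR2E3 plus biotinylated RetCOR corepressor; Amount: 1.35 nM GST-tagged NR2E3 final; Dosing: single nominal compound dose of 4.8 µM; Schedule: 5 h incubation at 4 °C; Technique: TR-FRET with europium anti-GST and streptavidin-D2, 340 nm excitation; Controls: biotin wells as high control, 0.6% DMSO wells as low control.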
Shn3 3UTR inh: reduction of Shn3 3'UTR firefly luciferase signal, primary screen, Schnurri-3 inhibitor project, cell-based, Clone20 osteoblasts, set 2; inhibition, % at 12.5 µM; Clone20 osteoblast Shn3 3'UTR firefly luciferase, 24 h; 360,000 tested, 0.52% active; AID 588674, 2011;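 active = mean inhibition of at least 75% with every replicate also reaching 75%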;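 also: 0% = median of neutral control wells and 100% = pilot-screen positive control compound; some compounds past the cut are filed as inactive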
TROY signal inh: inhibitors of TROY-driven NF-kB signaling, primary screen, Q293 LMP1-TROYcd cells, NF-kB luciferase, uHTS; inhibition, % at 10 µM; AID 1347056, 2019; Q293 LMP1-TROYcd NF-kB luciferase reporter, 4 h; 360,000 tested, 0.98% active;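 active = compounds whose plate-normalised and pattern-corrected inhibition of the luciferase reporter signal at the single screening dose is 50% or more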
C8 TRAIL sens: viability loss with TRAIL in NB7+C8 cells, primary screen, TRAIL sensitizer project, cell-based, ATPlite luminescence; inhibition (viability loss, TRAIL sensitization), % at 10 µM; 360,000 tested, 1% active; AID 624354, 2012;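 active = compounds causing at least 50% loss of cell viability in the single-dose screen, relative to plate controls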
NR2E3 ag-2: NR2E3 agonists in two-hybrid cells, primary screen, cell-based, luminescence, CHO-S, Gal4-NCOR/VP16-NR2E3; 360,000 tested, 0.35% active; AID 602229, 2012; luciferase; Photoreceptor-specific nuclear receptor (Homo sapiens), Q9Y5X4; inhibition of corepressor binding, % at 3.98 µM;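 active = inhibition above the mean of all tested compounds plus 3 SD, cut at about 70% in these data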;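 also: 0% = DMSO with NR2E3 transfected cells and 100% = cells lacking NR2E3 construct; higher means lower luciferase signal from less NR2E3 corepressor binding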
TWEAK-Fn14 inh: inhibitors of TWEAK-Fn14 signaling, primary screen, luciferase reporter cells, uHTS | TWEAK-stimulated Fn14 reporter cells, luciferase luminescence, 8 h | inhibition, % at 10 µM | 360,000 tested, 2% active | AID 1159606, 2016; in the data active = inhibition above about 50%
KKLEB tox: cytotoxicity in KKLEB CF airway cells, primary screen, cytotoxicity control for CF NF-kB inhibitor project, cell-based, uHTS, fluorescence assay plates. KKLEB CF airway cells viability, ATPlite luminescence, overnight; active compounds read low; cells stimulated with P. aeruginosa culture filtrate. activity change (cytotoxicity), % at 5 µM. 360,000 tested, 0.36% active;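 active = corrected activity change at or below -50% at 5 µM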
Peg3 promoter: Peg3 promoter-driven luciferase inhibitors, primary screen, cell-based, HeLa, luciferase luminescence. HeLa PEG-Prom luciferase reporter, overnight. inhibition, % at 20 µM. 360,000 tested, 1.7% active. AID 588405, 2011;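 active = inhibition of at least 50% at 20 µM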
TRPM1 prom inh: inhibitors of MITF-dependent TRPM1 promoter reporter, primary screen, cell-based, SK-MEL-5, single point, luciferase; inhibition, % at 12.5 µM; 330,000 tested, 0.83% active; SK-MEL-5 TRPM1 promoter luciferase, 24 h; AID 488899, 2010;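 active = mean inhibition across replicates of 60% or more, whatever share of single replicates reaches that level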; also: values of inactives mirror those of a sister screen read the other way
HIF-2a block: HIF-2a reporter inhibitors, primary screen, luminescence, 786-0 RCC cells; inhibition, % at 18.8 µM; 786-0 RCC cells HIF-2a reporter, luciferase luminescence, overnight; 360,000 tested, 0.72% active;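 active = inhibition of the luminescence signal of 40% or more relative to plate controls, in a single-dose primary screen at 18.75 µM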
Active calls of the source: *; · = no result given.

SMILES | CF NFkB block | NR2E3 ag-1 | Shn3 3UTR inh | TROY signal inh | C8 TRAIL sens | NR2E3 ag-2 | TWEAK-Fn14 inh | KKLEB tox | Peg3 promoter | TRPM1 prom inh | HIF-2a block
O=Nc1ccc(NOC(=O)c2ccccc2)cc1 | 10.1 | 0.4 | -15.4 | -42.6 | 9.4 | -6.2 | -22.0 | 20.2 | -9.2 | 5.8 | -13.8
Cc1nc2ccc(Cl)cc2c(-c2ccccc2Cl)c1CC(=O)O | 6.5 | 1.9 | -2.6 | -13.3 | -1.2 | 17.1 | 15.8 | -2.1 | 9.3 | 7.3 | 14.1
O=C(Cn1[nH]c(=O)c2ccccc2c1=O)Nc1cccc(S(=O)(=O)N2CCCCCC2)c1 | -0.3 | 3.6 | 9.4 | 24.7 | -1.6 | 2.6 | 50.7* | 3.9 | 22.5 | -7.3 | 14.2
COc1cccc(-c2cc(C(=O)Nc3cc(C)nn3-c3ccccc3)no2)c1 | 19.5 | -4.7 | 7.7 | 6.1 | 4.3 | -16.9 | 3.1 | -7.9 | 23.7 | 7.8 | 25.2
COc1ccc(CCNC(=O)C(CC(C)C)NC(N)=O)cc1 (stereo not drawn) | 19.6 | -2.5 | 5.5 | -12.4 | -2.8 | -7.8 | -1.2 | 2.7 | 0.1 | 5.3 | 14.1
Cc1ccc(C(=O)OCC(=O)NNC(=O)c2ccccc2)c(O)c1 | 8.7 | 1.1 | -6.3 | 16.9 | 9.2 | -22.7 | -0.1 | -3.3 | -23.5 | -5.8 | -5.6
COc1ccc(C(=O)N2CCCN(C)CC2)cc1S(=O)(=O)N1CCCc2ccccc21 | 11.5 | 1.4 | 0.5 | 13.6 | -10.8 | -22.8 | 14.6 | -5.6 | -16.6 | -4.2 | -15.8
Cc1sc2nc(SCC(=O)C(C)(C)C)n(Cc3ccco3)c(=O)c2c1C | 22.3 | 0.2 | 43.2 | -1.8 | 5.4 | -81.1 | 23.6 | -36.4 | 39.4 | 25.1 | 21.6
O=C(N/N=C/c1cccc2ccccc12)c1cccc(F)c1 | -8.5 | -3.7 | -51.7 | -40.8 | 10.9 | -137.6 | -45.2 | -18.8 | -208.5 | -63.3 | -204.0
CCn1ncc(/C=C/C(=O)Nc2c(C)nn(Cc3ccc(Cl)cc3Cl)c2C)c1C | -1.0 | -3.1 | 52.0 | 5.1 | 8.2 | 50.2 | 40.5 | -2.4 | -19.1 | 12.8 | -0.9
CCCc1cc(=O)oc2cc(OCC(=O)NC3CC(C)(C)NC(C)(C)C3)ccc12 | 4.0 | 0.9 | -18.5 | 6.6 | 15.6 | 5.0 | 8.3 | 12.7 | 6.0 | -15.2 | 0.6
COc1ccc(N=C(C)C2=C(O)COC2=O)cc1 | 8.3 | 3.1 | -11.9 | -24.4 | -12.6 | 3.3 | -8.1 | -0.6 | 3.0 | -3.2 | 1.7
COc1ccc(-c2csc(NC(=O)CS(=O)(=O)c3ccccc3)n2)cc1OC | -1.3 | · | -0.3 | 16.3 | 13.4 | -30.0 | 11.3 | 12.2 | 12.6 | · | 1.1
COC(=O)CCC(=O)Nc1ccc(Cl)c(Cl)c1 | -5.0 | 1.6 | -1.1 | -10.9 | -9.7 | -4.6 | 10.6 | 2.3 | 10.8 | 4.3 | -2.3
O=C(C1=NN[C@@H]2C(=O)N(c3cccc(C(F)(F)F)c3)C(=O)[C@H]12)c1ccc2ccccc2n1 | 1.9 | -2.2 | -0.3 | -18.9 | -15.2 | 4.4 | 3.9 | 1.8 | -8.9 | 11.1 | -2.0
CCC1=NN(C(=O)c2cccc(Br)c2)C(O)(c2ccc(Br)cc2)C1 (stereo not drawn) | 62.5* | -1.4 | 47.1 | 23.4 | 49.4* | -40.7 | 44.6 | -53.9* | 25.1 | -0.7 | 4.3
O=C(CNC(=O)c1ccccn1)N/N=C/c1ccc2c(c1)OCO2 | -2.2 | -0.7 | -2.3 | -35.7 | -0.7 | -24.2 | -17.4 | 4.8 | -85.2 | -20.9 | -63.3
COc1cccc(NC(=O)CN2CCCCCC2)c1 | 3.6 | -1.1 | -18.5 | -6.0 | 12.2 | -12.3 | -9.2 | 5.4 | -51.8 | -1.1 | -79.7
Cc1ccc(NC(=O)/C(=C\c2ccccc2)NC(=O)c2ccco2)cc1 | -8.2 | -3.9 | -14.0 | -4.9 | -4.7 | 4.1 | 6.4 | 6.3 | 2.4 | -33.3 | 4.1
O=C(NCCc1ccccc1)C(NS(=O)(=O)c1cccc2nsnc12)c1ccccc1 (stereo not drawn) | 12.0 | -0.8 | 14.1 | -16.4 | -6.6 | 9.9 | -9.5 | 2.7 | -2.8 | -3.2 | 4.9
COc1ccc(C2SCCN2C(=S)Nc2cccc(C(F)(F)F)c2)cc1 (stereo not drawn) | -19.1 | -2.2 | -12.5 | 7.2 | -26.0 | 16.4 | 5.9 | 2.8 | 9.3 | -9.3 | 8.8
CCOC(=O)N1CCN(C(=O)/C(=C/c2ccc(Cl)cc2)NC(=O)c2ccccc2)CC1 | -26.2 | 2.5 | 1.5 | -20.3 | 11.6 | 32.9 | -0.4 | -7.6 | 5.1 | 1.3 | 18.7
COc1ccc(-c2csc(C3=C(O)CN(Cc4ccc(Cl)cc4)C3=N)n2)cc1OC | 28.6 | 3.2 | 13.9 | 15.6 | 19.0 | 4.2 | -10.1 | -28.4 | 28.4 | 1.4 | -8.9
CN(CCc1ccccc1)C(=O)c1ccc(NC(=O)Cc2cccc(NC(=O)C3CCN(C(=O)C4CCCC4)CC3)c2)cc1 | -20.4 | · | 10.0 | 22.9 | 3.2 | -4.9 | 12.2 | 9.9 | 1.2 | -4.5 | -4.1
Cc1nc(SCC(=O)c2ccc(Cl)s2)c2oc3ccccc3c2n1 | 18.2 | -0.9 | -26.6 | -34.5 | 15.2 | -18.4 | -16.2 | 5.6 | -155.6 | -22.8 | -163.6
CCOC(=O)NC1(NC2CCCCC2)Oc2ccccc2O1 | 8.5 | 3.1 | 9.5 | -9.0 | 7.7 | 2.2 | 8.6 | -9.3 | 5.2 | 13.3 | 5.1
Cc1nnc(-c2cccc(Br)c2)c2cn(-c3ccccc3)nc12 | -68.2 | -2.4 | 20.0 | 16.6 | 9.9 | 4.8 | -15.7 | 5.9 | 19.6 | 0.8 | 10.6
CN1CCN(Cc2cccc3ncccc23)CC1CCO (stereo not drawn) | -2.0 | · | 17.2 | -18.0 | 11.3 | 4.0 | 15.4 | 3.6 | 10.1 | 5.3 | 20.5
C=CCN1CN=C(NS(=O)(=O)c2ccc(NC(C)=O)cc2)NC1 | -2.7 | 1.2 | -3.6 | -8.7 | -4.2 | -8.7 | -1.5 | -6.4 | 15.1 | -9.3 | 16.0
O=C1/C(=C/c2cccc(Cl)c2)CSc2sccc21 | -7.1 | 1.9 | 2.3 | -8.2 | -13.5 | 5.8 | -31.2 | -7.2 | -2.3 | 8.8 | -5.7

The final 2 entries of the section above come first, to join the parts.
SMILES | CF NFkB block | NR2E3 ag-1 | Shn3 3UTR inh | TROY signal inh | C8 TRAIL sens | NR2E3 ag-2 | TWEAK-Fn14 inh | KKLEB tox | Peg3 promoter | TRPM1 prom inh | HIF-2a block
C=CCN1CN=C(NS(=O)(=O)c2ccc(NC(C)=O)cc2)NC1 | -2.7 | 1.2 | -3.6 | -8.7 | -4.2 | -8.7 | -1.5 | -6.4 | 15.1 | -9.3 | 16.0
O=C1/C(=C/c2cccc(Cl)c2)CSc2sccc21 | -7.1 | 1.9 | 2.3 | -8.2 | -13.5 | 5.8 | -31.2 | -7.2 | -2.3 | 8.8 | -5.7
Cc1ccc(S(=O)(=O)N2CCC3(CC2)CC(=O)c2ccccc2O3)cc1 | 5.4 | 3.6 | -3.7 | 4.7 | 11.3 | 17.9 | -10.5 | -4.7 | 0.8 | 0.1 | 4.0
CC1CCN(C2=NC(=O)/C(=C/c3ccc(O)cc3)S2)CC1 | -16.5 | -1.3 | -12.6 | 4.7 | 7.3 | -31.3 | -43.8 | 5.4 | -60.6 | -4.7 | -59.9
C#CCOCCOCCOCCNc1nc(N2CCN(C(=O)CCCCCCCCCCNC(=O)[C@@H](CCC(=O)O)n3cc(CCCCCN)nn3)CC2)nc(N2CCN(C(=O)CCCCCCCCCCNC(=O)[C@H](CO)n3cc(CCCCCN)nn3)CC2)n1 | 7.6 | -0.2 | -27.1 | -12.1 | 1.0 | -1.8 | -34.5 | -6.7 | -4.9 | -1.7 | 2.2
COc1ccc(C(C)=O)cc1CS(=O)(=O)CC(=O)NCCc1c[nH]c2ccccc12 | -29.4 | 4.3 | 0.6 | -20.6 | -4.9 | 31.4 | -34.1 | -7.2 | -2.5 | 14.3 | -43.9
CC(=O)c1cccc(-n2nnnc2SCC(=O)NNC(=O)C2CCCCC2)c1 | -16.3 | 4.7 | 4.7 | -3.6 | 4.5 | -6.1 | 10.6 | 4.0 | 11.4 | 6.9 | 7.7
Cn1c(C(=O)O)c(CC(=O)Nc2ccc3c(c2)OCCO3)c2ccccc21 | 7.3 | 2.4 | · | 76.9* | -2.9 | 28.4 | 91.6* | 0.5 | -138.1 | 6.4 | 28.9
COc1ccc(NC(=O)CN(C)C(=O)CCc2nc3cc(S(=O)(=O)N4CCOCC4)ccc3n2C)cc1 | 8.2 | 0.1 | 12.1 | 2.5 | 2.4 | -2.9 | -24.3 | -4.8 | -2.2 | 1.3 | 4.5
C=CCn1c(-c2ccc(OC)cc2)csc1=Nc1c(C)n(C)n(-c2ccccc2)c1=O | -10.0 | -4.2 | 23.2 | 11.1 | 9.3 | 12.6 | 10.1 | 6.9 | 15.2 | 22.7 | 14.7
CCc1cc(=O)oc2cc(C)cc(OC(=O)c3ccco3)c12 | -7.9 | -0.2 | 13.5 | 25.9 | -19.8 | 9.7 | -1.3 | 6.3 | -2.7 | 9.4 | -9.9
Cc1ccc(Cl)cc1NC(=O)CC(O)(C(F)(F)F)C(F)(F)F | 17.2 | 3.9 | 29.1 | 53.5* | 9.3 | 26.3 | 31.0 | -18.6 | 40.8 | 4.0 | -42.9
CC(=O)c1ccc(N2CCN(C(C)C(=O)Nc3ccc4c(c3)OCCO4)CC2)cc1 (stereo not drawn) | 15.7 | · | 1.8 | 8.2 | -5.5 | 6.4 | -9.4 | 1.6 | 3.7 | · | 7.1

This is a subset; count on the stated rates, not on these rows.
